mouse EphA4 binding = inhibitors of EphA4 binding to KYL peptide, primary screen, biochemical, colorimetric, mouse EphA4 (AID 689) | Ephrin type-A receptor 4 (Mus musculus) | EphA4-AP binding to KYL peptide, pNPP A405; higher % means a stronger effect | inhibition, % at 10 µM, or IC50 in µM where a hit was titrated | actives 0.1% (n = 62,000); in the data active = a potency from the dose series; inactive = the rest, 99 in 100 with inhibition below about 22%
* marks the source's active call; other numbers are inactive results. A portion of the library. The share of hits here may be higher or lower than overall.

SMILES | mouse EphA4 binding
CN1CC=C2C(C#N)=C(N)C(C#N)(C#N)C(c3ccsc3)C2C1 (configuration not stated) | -3%
CC(=O)c1ccc(Nc2ccc([N+](=O)[O-])cc2[N+](=O)[O-])cc1 | -9%
O=C(O)CNS(=O)(=O)c1ccc(-c2ccccc2)cc1 | -14%
COC(=O)C(C)Sc1nnc(Cc2cc(=O)[nH]c(=O)[nH]2)n1-c1ccc(OC)cc1 (configuration not stated) | -1%
CC1CC(C)CN(CCCNC(=O)CC2Oc3ccccc3NC2=O)C1 (configuration not stated) | -1%
CCc1oc2c(C)c(O)ccc2c(=O)c1-c1ccc2ccccc2n1 | 0%
CCn1nnc(-c2ccccc2NS(=O)(=O)c2ccc(S(=O)(=O)N3CCCCCC3)cc2)n1 | -11%
O=C(NCCc1ccccc1)c1ccc(I)cc1 | 2%
COc1ccc(CCNC(=O)CN2C(=O)c3ccccc3C2=O)cc1 | -24%
CCC(CC)C(=O)c1c[nH]c(C(=O)NCC2CCCO2)c1 (configuration not stated) | -15%
O=C(CSc1nnc(-c2ccccc2)o1)Nn1cnnc1 | -4%
O=S(=O)(c1ccccc1)N1CCN(Cc2ccccn2)CC1 | -11%
N#Cc1ccc(NC(=O)N2CCC(c3nc4c(nnn4Cc4cccc(Cl)c4)c(=O)[nH]3)CC2)cc1 | -11%
Cc1ccc2c(c1)NC(=O)C(CC(=O)Nc1ccc(CN3CCC(C)CC3)cc1)O2 (configuration not stated) | -17%
COCCN(C(=O)C(F)(F)F)C(C(=O)NC1CCCCC1)c1ccco1 (configuration not stated) | 9%
COc1ccc(C(=O)NC2(C(F)(F)F)N=C3SCCN3C2=O)cc1 (configuration not stated) | -6%
Cc1noc(C)c1CSc1nnc2scc(-c3ccccc3)n12 | -2%
COc1ccc(/C(C)=N/n2cnnc2)cc1 | -20%
CC(=O)N1N=C(c2ccc(C)o2)CC1c1ccc(Br)cc1 (configuration not stated) | -3%
CCOC(=O)c1c(C)[nH]c(C(=O)COC(=O)c2ccc(N3CCCC3=O)cc2)c1C | 11%
Cc1cccc(/C=N\NC(=O)c2csnn2)c1 | -3%
O=C(CSc1nc2ccccc2s1)NC(c1ccccc1)c1ccccc1 | -3%
O=C(O)COc1ccc2ccc(=O)oc2c1 | -8%
COc1cccc(OC)c1C(=O)Nc1ccc(S(=O)(=O)Nc2cc(C)nc(C)n2)cc1 | 4%
COc1ccccc1-c1cc(N)n[nH]1 | -2%
(further entries)
SMILES | mouse EphA4 binding
Cc1cc(-n2c(SCC(=O)NCc3cccs3)nc3n[nH]c(C)c3c2=N)ccc1Cl | -20%
CN(C)c1ccc(C(=O)c2ccccc2C(=O)O)c(O)c1 | 3%
Cc1ccc(S(=O)(=O)N2CCC(C(=O)N[C@@H](C)C(=O)Nc3ccc4c(c3)OCO4)CC2)cc1 | 7%
COc1cccc(C2=NOC(C(=O)NCc3ccccn3)C2)c1 (configuration not stated) | -5%
Cc1ccc(NCc2cccnc2)cc1 | -9%
Cc1ccc(C(=O)NC(=S)Nc2cc(C(F)(F)F)ccc2Cl)cc1 | 12%
COC(=O)c1cccc(N(C(=O)CNC(=O)c2ccco2)C(C(=O)NC2CCCC2)c2ccco2)c1 (configuration not stated) | -2%
Cc1ccc(C(=O)NC(=S)N2CC(C)OC(C)C2)cc1[N+](=O)[O-] (configuration not stated) | -6%
Cc1ccc(S(=O)(=O)c2c(C)nn(C(C)(C)C)c2OC(=O)c2cccs2)cc1 | -27%
CCCNC(=O)NCc1ccc(N2CCCC2=O)cc1 | -13%
COc1cccc(Nc2nc(-c3ccc(O)cc3)cs2)c1 | 27%
COc1ccccc1C(=O)Nc1ccc2c(c1)OCO2 | -5%
CCCCNC(=O)C(CC)Sc1nc2sc(C(=O)OC)c(C)c2c(=O)n1N (configuration not stated) | -9%
CCOC(=O)N1CCC(NC(=O)CCC(=O)N2CCOc3ccc(C)cc32)CC1 | 9%
Cn1c(=O)cc(OCCCC(=O)NCCN2CCN(c3ccccc3F)CC2)c2ccccc21 | -4%
N#CCC(=O)NN=C1CCCCCCCCCCC1 | 8%
Cc1c(C(=O)N2CCCCC2)sc(N)c1C#N | -12%
COc1ccc(N2CCN(C(=O)CSc3ncccc3-c3nc4ccccc4[nH]3)CC2)cc1 | -9%
CC(=O)NCCc1ccc(S(=O)(=O)N2CCCC2)cc1 | -4%
Cc1nnc(SCC(=O)N2CCN(S(=O)(=O)c3ccc(Cl)cc3)CC2)n(N)c1=O | -4%
COC(=O)c1c(C)oc2ccc(OCc3ccccc3Br)cc12 | -1%
CCOC(=O)CN1C(=O)C(Sc2n[nH]c(-c3cccc(C)c3)n2)CCc2ccccc21 (configuration not stated) | 6%
Cc1c(/C(O)=C2\C(=O)C(=O)N(CCN(C)C)C2c2cccnc2)cnn1-c1ccccc1 (configuration not stated) | 1%
CCOC(=O)CSc1cc(=O)n(C)c2cc(Cl)ccc12 | -2%
O=C(CCSc1ccc(Cl)cc1)N1CCN(c2ncccn2)CC1 | 10%

The final 3 records of the part before are carried over, then new ones follow:
SMILES | mouse EphA4 binding
Cc1c(/C(O)=C2\C(=O)C(=O)N(CCN(C)C)C2c2cccnc2)cnn1-c1ccccc1 (configuration not stated) | 1%
CCOC(=O)CSc1cc(=O)n(C)c2cc(Cl)ccc12 | -2%
O=C(CCSc1ccc(Cl)cc1)N1CCN(c2ncccn2)CC1 | 10%
CC(C)(NO)/C(=N\O)c1ccccc1 | -1%
CCCCN(C)C(=O)c1cn(CC)c2nc(C)ccc2c1=O | 2%
CC1OC(Nc2cccc3ccccc23)C(O)C(O)C1O (configuration not stated) | -5%
CC(C)C(=O)N1CCN(c2ccc(NC(=O)c3ccc4c(c3)OCCO4)cc2Cl)CC1 | -7%
CN(C)c1ccc(/C=[N+](\[O-])C(C)(C)/C=N/O)cc1 | -2%
COc1cccc(NC(=O)CSc2nccn2-c2cccc(OC)c2)c1 | -6%
O=C(Cn1ccc2ccccc2c1=O)N1CCN(Cc2ccc3c(c2)OCO3)CC1 | -10%
CC12CCCCN1CCCc1c2[nH]c2ccccc12 (configuration not stated) | -6%
Cc1nn2cc(-c3ccccc3)nc2s1 | -24%
Cc1ccc(C)c(OCCOCCOc2ncnc3ccccc23)c1 | 5%
COC(=O)CN1C(c2cc(OC)c(OC)c(OC)c2)Nc2ccc(C)cc2C1c1ccccc1 (configuration not stated) | -1%
CC#CCN(CC#CC)S(=O)(=O)c1ccc(-n2cnnn2)c(OC)c1 | 7%
COc1ccc(C(=O)Nc2ccc(S(=O)(=O)N3CCCCC3C)cc2)c(OC)c1OC (configuration not stated) | 8%
O=C(Nc1nnc(SCc2ccc(Cl)cc2)s1)c1ccco1 | 0%
O=[N+]([O-])c1ccc(Cl)c(/C=N/Nc2nc(N3CCOCC3)nc(N3CCOCC3)n2)c1 | 2%
CN(CCOC(=O)c1cccc(Br)c1)C(C)(C)C | -5%
CN(C)c1cccc(C(=O)OCC(=O)NCC2CCCO2)c1 (configuration not stated) | -8%
COc1ccc(NC(=O)c2cccc(-n3cnnn3)c2)cc1 | 0%
CN1CCN(Cc2c(O)ccc3c(=O)c(Oc4ccccc4Cl)c(C(F)(F)F)oc23)CC1 | -3%
COc1ccc(S(=O)(=O)Nc2ccc3oc(C)c(C(C)=O)c3c2)cc1 | 0%
CN(C)c1nc(NCc2ccccc2)nc(N/N=C/c2ccc(Cl)cc2Cl)n1 | -13%
CCn1cc(C(=O)N2CCc3ccccc32)c(=O)c2cc(S(=O)(=O)N3CCCCCC3)ccc21 | 4%
CCN(CC)c1ccc(C(=O)OCC(=O)N2CCN(c3ccccc3)CC2)cc1 | 22%
Cc1cccc(/C=N\NC(=O)c2sccc2-n2cccc2)c1 | -6%
CCc1cc([N+](=O)[O-])cc(CC)c1N | -10%

Two compounds picked at random from the list so far, as already listed:
SMILES | mouse EphA4 binding
CCn1cc(C(=O)N2CCc3ccccc32)c(=O)c2cc(S(=O)(=O)N3CCCCCC3)ccc21 | 4%
COc1cccc(NC(=O)CSc2nccn2-c2cccc(OC)c2)c1 | -6%

(continued)
SMILES | mouse EphA4 binding
C=CCOC(=O)Nc1c(C(=O)OC)[nH]c2ccccc12 | -10%
CN(C)c1ccc(C2C3C(=O)NC(=O)C3ON2c2ccc(Cl)cc2)cc1 (configuration not stated) | 2%
COc1ccc(Cl)cc1NC(=O)c1cc2cc([N+](=O)[O-])ccc2oc1=O | 11%
COCCNC(=O)c1ccc(CS(=O)(=O)c2ccc(C)cc2)o1 | 0%
COc1cc2c(cc1OC)C(c1cccs1)N(C(=O)C(C)C)CC2 (configuration not stated) | -5%
Cc1ccc(C(=O)Nc2cc(Cl)ccc2C)cc1C | 2%
CSc1ccccc1NC(=O)CSc1nc2ccccc2o1 | 7%
Cc1cc(C)n(-c2nncn2/N=C/c2ccccc2F)n1 | -9%
CCCC(c1nnnn1Cc1ccccc1)N1CCC(C(N)=O)CC1 (configuration not stated) | 1%
COc1cccc(-c2cc(C(=O)Nc3cnn(Cc4ccc(F)cc4)c3)no2)c1 | -2%
CCOC(=O)c1c(C)c(C(=O)NCCCN2CCCC2=O)c(C)n1CC | 1%
O=C(Nc1cccnc1)c1ccc(COc2ccccc2Cl)o1 | -16%
O=C(O)c1cc(N2C(=O)C3CC=CCC3C2=O)ccc1NCc1cccnc1 (configuration not stated) | 5%
CSCC[C@@H](C(=O)Nc1ccc2c(c1)OCCO2)N1Cc2ccccc2C1=O | -2%
COC(=O)C(C(=O)OC)C(C[N+](=O)[O-])c1ccc(OC)cc1 (configuration not stated) | -8%
CC(=O)N1CCCc2cc(S(=O)(=O)N(C)CCC#N)ccc21 | -11%
COC(=O)c1cccc(NC(=S)NCCC2=CCCCC2)c1 | 3%
CCOc1ccc(/C(O)=C2/C(=O)C(=O)N(Cc3cccnc3)C2c2ccc(N(C)C)cc2)c(C)c1 (configuration not stated) | -2%
COc1ccc(N2C(=O)CC(N3CCC(O)(c4ccc(Br)cc4)CC3)C2=O)cc1 (configuration not stated) | -10%
NC(=O)Cn1c(=O)n(Cc2ccco2)c(=O)c2c3c(sc21)CCCCC3 | 25%
Cc1ccccc1OCc1nnc(SCC(=O)Nc2ccc3c(c2)OCO3)n1C | 3%
Cc1nc(SCC(=O)Nc2ccnc3ccccc23)n[nH]1 | -14%
COc1ccccc1C1SCCN1C(=O)/C=C\C(=O)O (configuration not stated) | -11%
N/C(=N\OC(=O)c1ccc(F)cc1)c1ccccc1 | -2%
Cc1ccc(S(=O)(=O)N(CCc2ccccc2)CC(=O)NCc2cccnc2)cc1 | -11%
Additional compounds:
SMILES | mouse EphA4 binding
O=C(c1cc(-c2ccc(Cl)c(Cl)c2)on1)N1CCN(c2ccccc2)CC1 | -9%
CCn1nnnc1-c1ccc(OC)c(S(=O)(=O)NCc2ccccc2)c1 | -11%
CC(=O)Nc1ccc(S(=O)(=O)N2CCc3c(Cl)cccc3C2)cc1 | -16%
CNC(=O)Nc1ccccc1C(=O)NCc1ccccc1 | -17%
Cc1ccc(C(=O)C2CCN(CC(=O)Nc3nc(C)cs3)CC2)cc1 | -8%
CCOc1ccc(N2C(=O)CC(N3CCN(C4CCc5ccccc5C4)CC3)C2=O)cc1 (configuration not stated) | -15%
C=CCN(CC=C)CC(O)Cn1c2ccccc2c2ccccc21 (configuration not stated) | 8%
CCO/C(C)=N/n1c2nc3ccccc3nc2c2c(=O)n(Cc3ccccc3Cl)c(C)nc21 | -16%
Cc1ccc(-c2nn(CC(=O)N(C)C)c(=O)c3ccccc23)cc1S(=O)(=O)N(C)C | 13%
COc1ccc(S(=O)(=O)N2CC(C)N(S(=O)(=O)c3ccc(OC)cc3)CC2C)cc1 (configuration not stated) | 7%
CN(CC(=O)Nc1nc2ccccc2s1)S(=O)(=O)c1ccc(Cl)cc1 | -4%
COc1ccccc1CC1(C)NC(=O)N(CC(=O)N2CC(C)OC(C)C2)C1=O (configuration not stated) | -14%
C=CCOc1c(Br)cc(C2NC(=O)NC(C)=C2C(C)=O)cc1OCC (configuration not stated) | -12%
O=S(=O)(NCc1ccccc1)c1ccc(S(=O)(=O)N(Cc2ccccn2)Cc2ccco2)cc1 | 7%
CC1=NOC(=O)/C1=C\c1ccc(-c2cc(Cl)ccc2Cl)o1 | -7%
O=C(NCc1ccccc1)C(NC(=O)c1ccccc1)=C1CCCCC1 | 7%
CCOC(=O)C1C(C#N)=C(N)OC(C)=C1c1ccncc1 (configuration not stated) | -26%
COc1ccc(S(=O)(=O)Oc2ccc3c(c2)O/C(=C\c2cccnc2)C3=O)cc1 | -15%
O=C(COc1ccc(Br)cc1)N1CCCCCC1 | 0%

By substructure: the compounds so far containing bromine.
SMILES | mouse EphA4 binding
CC(=O)N1N=C(c2ccc(C)o2)CC1c1ccc(Br)cc1 (configuration not stated) | -3%
COC(=O)c1c(C)oc2ccc(OCc3ccccc3Br)cc12 | -1%
CN(CCOC(=O)c1cccc(Br)c1)C(C)(C)C | -5%
COc1ccc(N2C(=O)CC(N3CCC(O)(c4ccc(Br)cc4)CC3)C2=O)cc1 (configuration not stated) | -10%
C=CCOc1c(Br)cc(C2NC(=O)NC(C)=C2C(C)=O)cc1OCC (configuration not stated) | -12%
O=C(COc1ccc(Br)cc1)N1CCCCCC1 | 0%

A draw from above in order of length of the SMILES, falling:
SMILES | mouse EphA4 binding
C=CCOc1c(Br)cc(C2NC(=O)NC(C)=C2C(C)=O)cc1OCC (configuration not stated) | -12%
CC1=NOC(=O)/C1=C\c1ccc(-c2cc(Cl)ccc2Cl)o1 | -7%
O=C(COc1ccc(Br)cc1)N1CCCCCC1 | 0%
